ERb SRC1 inh = inhibitors of ERβ-SRC1 coactivator interaction, primary screen, biochemical, TR-FRET, ERβ LBD, SRC-1 peptide; Estrogen receptor beta (Homo sapiens), Q92731; hit rate 1.3% among 86,000; TR-FRET ER-beta LBD / SRC1-Cy5 peptide binding; receptor agonist-loaded with 1 µM estradiol; AID 633, 2007; inhibition, % at 25.6 µM;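 active = compounds whose percent inhibition of the receptor-coactivator binding signal exceeds about 50% in the single-dose screen, limit read from the data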;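 also: 0% = receptor plus peptide wells without compound and 100% = peptide-only wells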
sEH activator = soluble epoxide hydrolase activators, primary screen, biochemical, human sEH; Bifunctional epoxide hydrolase 2 (Homo sapiens), P34913; purified human sEH enzymatic activity, activator screen; activation, % at 2 µM; hit rate 0.04% among 91,000; AID 717, 2007; in the data active = activation above about 37%; also: values of inactives mirror those of a sister screen read the other way
MT1-MMP txn act = MT1-MMP promoter reporter activation – cell-based, luciferase luminescence, primary screen; HT1080 MT1-MMP promoter luciferase reporter, overnight; stronger effect = higher value; activation factor at 10 µM; hit rate 0.16% among 86,000; AID 750, 2007;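 active = activation factor of at least 2 for MT1-MMP transcription at 10 µM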
ERa SRC1 pot = enhancers of ERα–SRC-1 coactivator binding, primary screen, biochemical, TR-FRET, ERα LBD, low estradiol. Estrogen receptor (Homo sapiens), P03372. AID 639, 2007. coactivator binding (% of control), % at 25.6 µM. TR-FRET ERalpha-LBD/SRC-Cy5 coactivator binding, 2 h; 100 = basal binding, no effect. hit rate 1.3% among 86,000; in the data active = activity above about 200%;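 also: binding measured in presence of low estradiol as agonist stimulus; 0% = peptide alone without receptor and 100% = receptor with peptide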
Target sequence (P03372 whole entry, looked up, the tested form may be a part): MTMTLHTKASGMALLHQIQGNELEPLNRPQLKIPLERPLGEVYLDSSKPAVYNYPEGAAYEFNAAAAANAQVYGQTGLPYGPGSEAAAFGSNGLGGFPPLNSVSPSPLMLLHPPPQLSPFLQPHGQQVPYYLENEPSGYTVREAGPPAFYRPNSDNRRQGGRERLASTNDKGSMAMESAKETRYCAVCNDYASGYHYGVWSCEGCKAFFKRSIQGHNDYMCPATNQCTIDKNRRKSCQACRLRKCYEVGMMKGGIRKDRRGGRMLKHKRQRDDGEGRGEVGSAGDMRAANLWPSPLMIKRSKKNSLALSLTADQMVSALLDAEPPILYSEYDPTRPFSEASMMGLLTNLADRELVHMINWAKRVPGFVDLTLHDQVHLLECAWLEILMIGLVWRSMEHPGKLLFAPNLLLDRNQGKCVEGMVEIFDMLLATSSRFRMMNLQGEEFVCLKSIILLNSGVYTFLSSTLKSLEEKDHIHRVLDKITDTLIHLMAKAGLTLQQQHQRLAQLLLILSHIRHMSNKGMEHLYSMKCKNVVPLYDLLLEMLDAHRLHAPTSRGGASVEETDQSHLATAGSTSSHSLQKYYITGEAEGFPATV
Smad3 FoxH1 inh = Smad3/FoxH1 peptide binding inhibitors, primary screen, biochemical, TR-FRET | Mothers against decapentaplegic homolog 3 (Homo sapiens), P84022 | TR-FRET Smad3/Dy647-FoxH1 peptide binding, europium anti-His | inhibition, % at 25 µM | hit rate 0.29% among 88,000;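 active = compounds that reduce the energy-transfer binding signal between the protein and its labelled peptide by more than half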;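 also: 0% = Smad3 plus labelled peptide maximal FRET and 100% = peptide-only background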
Target sequence (P84022 whole entry, looked up): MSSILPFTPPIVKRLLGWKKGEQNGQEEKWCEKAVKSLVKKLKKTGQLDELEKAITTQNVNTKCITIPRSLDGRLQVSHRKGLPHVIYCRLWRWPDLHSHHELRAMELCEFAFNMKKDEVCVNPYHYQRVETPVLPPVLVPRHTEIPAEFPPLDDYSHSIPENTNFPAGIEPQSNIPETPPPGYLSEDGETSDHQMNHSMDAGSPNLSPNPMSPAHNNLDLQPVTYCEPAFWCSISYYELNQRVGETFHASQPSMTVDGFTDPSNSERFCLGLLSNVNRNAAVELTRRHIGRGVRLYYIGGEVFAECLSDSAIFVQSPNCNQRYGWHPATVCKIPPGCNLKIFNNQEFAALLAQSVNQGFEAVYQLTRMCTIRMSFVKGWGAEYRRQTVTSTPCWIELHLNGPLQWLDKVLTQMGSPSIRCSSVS
Mac1 fbg inh = inhibitors of CD11b/CD18 adhesion to fibrinogen, primary screen, K562 cells, luminescence | Integrin beta-2 (Homo sapiens) + Integrin alpha-M (Homo sapiens), P05107+P11215 | ATPlite luminescence; Mn2+ added to activate the integrin | inhibition, % at 10 µM | hit rate 0.54% among 93,000 | AID 1497, 2009;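 active = primary inhibition of 50% or more at 10 µM, then 40% or more on retest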; also: some results filed as inactive read as strong as hits
Candida biofilm = clotrimazole potentiators killing Candida biofilms, primary screen, with clotrimazole, Alamar Blue | hit rate 0.14% among 85,000 | inhibition, % at 6 µM | C. albicans biofilm + clotrimazole | AID 834, 2007;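 active = inhibition above 20%; inactive = inhibition below 20%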;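 also: preformed 24 hr biofilms exposed to compound for 48 hr; 0% = biofilm without compound and 100% = blank killed by clotrimazole plus chlorhexidine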
Mac1 fbg enh = enhancers of CD11b/CD18 adhesion to fibrinogen, primary screen, K562 cells, luminescence | Integrin beta-2 (Homo sapiens) + Integrin alpha-M (Homo sapiens), P05107+P11215 | ATPlite luminescence | activation, % at 10 µM | hit rate 0.07% among 93,000 | AID 1499, 2009;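 active = 10 µM primary screen giving 50% or more activity, confirmed by 40% or more on retest at that dose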; also: strong numbers were not always called active; reference of the scale not given here
sEH inh = soluble epoxide hydrolase inhibitors, primary screen, biochemical, human sEH; AID 707, 2007; Bifunctional epoxide hydrolase 2 (Homo sapiens), P34913; inhibition, % at 2 µM; recombinant human sEH enzymatic activity assay; hit rate 0.34% among 91,000; in the data active = inhibition above about 80%; also: values of inactives mirror those of a sister screen read the other way; many of its hits are not listed in these tables
Active calls of the source: *; . = no result given; [ ] = dose if it differs, or a comment.

SMILES | ERb SRC1 inh | sEH activator | MT1-MMP txn act | ERa SRC1 pot | Smad3 FoxH1 inh | Mac1 fbg inh | Candida biofilm | Mac1 fbg enh | sEH inh
O=C(C1CC1)N1CCN=C1SCc1ccc(Cl)cc1 | 3 | 3 | 1 | 104 | 6[fluorescence artefact?] | -19 | 4 | 0 | 0
COc1ccccc1N1CCN(C(=O)Cn2nc(C(F)(F)F)c3c2CCC3)CC1 | -21[fluorescence artefact?] | 4 | 1.2 | 104 | -4 | -4 | -2 | -2 | 0
CC1CC(=O)Nc2ccccc2N1S(=O)(=O)c1ccc(Br)cc1 (stereo unspecified) | . | 6 | . | . | . | -13 | . | -3 | -3
N#Cc1ccccc1Cn1c(=O)n(Cc2ccc(C(=O)NCc3ccco3)cc2)c(=O)c2ccccc21 | 48[fluorescence artefact?] | . | 1.1 | 173[fluorescence artefact?] | -8 | . | 4 | . | .
CC1(C)Cc2ccccc2-c2nnc(SCC(=O)Nc3nc4ccccc4s3)n21 | 15[fluorescence artefact?] | 6 | 1.1 | 144[fluorescence artefact?] | 1 | 16 | 0 | -1 | -7
Cc1cc(N2CCN(C3CCCCC3)CC2)n2nc(C)nc2n1 | -4 | . | 1.2 | 90 | -3 | . | 9 | . | .
COC(=O)c1ccc(NC(=O)CN2CCCC2)cc1 | -5 | 9 | 1.2 | 112 | 9 | -2 | -6 | 3 | -9
O=C(NCc1ccccn1)C1CCN(S(=O)(=O)c2ccccc2)CC1 | -27[fluorescence artefact?] | 4 | 1 | 109 | 0 | -2 | 7 | -2 | -4
CC(C)OCCCNC(=O)CCN1C(=O)COc2ccccc21 | 2 | . | 1.2 | 122[fluorescence artefact?] | 10[fluorescence artefact?] | -15 | 4 | 0 | .
CC(C)n1c(N2CCN(CC(=O)Nc3ccc4c(c3)OCCO4)CC2)nc2ccccc21 | -3 | -4 | 1 | 123 | -2 | -9 | 3 | -2 | 5
CCSc1cnn(-c2ccccc2)c(=O)c1SCC | -10 | 2 | 1.1 | 109 | -4[fluorescence artefact?] | -27 | 9 | 0 | -6
CCCC(=O)Nc1cc2c(cc1C(=O)c1ccccc1)OCCO2 | -9 | . | 0.9 | 94 | 8 | 5 | 4 | -8 | .
CCN(C(=O)Cn1c(=O)oc2ccccc21)C1CCS(=O)(=O)C1 (stereo unspecified) | -7 | -4 | 1.2 | 83 | -5 | -29 | 4 | -3 | -2
CCCCN(CCCC)S(=O)(=O)c1ccc(NC(=O)CN2CCOCC2)cc1 | 1[fluorescence artefact?] | -16 | 1 | 93 | 4 | -23 | 7 | 0 | 14
CSc1nc2c(ccc3ccccc32)o1 | 11[fluorescence artefact?] | -3 | 1.1 | 95 | -8 | . | 6 | . | 2
N=c1n(CCO)c2ccccc2n1CCOc1ccccc1 | -1 | . | 1 | 117 | 6 | -16 | 5 | -2 | .
CC1(C)CC(=O)c2cnn(-c3nc4ccccc4[nH]3)c2C1 | -11 | . | 1.1 | 85 | -6 | 1 | 5 | 1 | .
Cc1cc2ncc(-c3ccc(Cl)cc3)c(N)n2n1 | -9[fluorescence artefact?] | 3 | 1.4 | 108 | 1 | 18 | 4 | -2 | -3
CCOC(=O)c1c(Nc2ccccc2N)cc(C)nc1C | 0 | -17 | 1.2 | 119 | 7 | -22 | 5 | 1 | 17
O=C1CSC(=Nc2ccccc2Cl)N1 | -3 | 8 | 1.2 | 112[fluorescence artefact?] | 10[fluorescence artefact?] | -4 | 5 | -4 | -10
Cc1cnn(-c2nc(-c3cccs3)cc(C(F)(F)F)n2)c1 | -1 | . | 0.8 | 88 | -2 | -14 | 10 | 3 | .
Cc1ccc(C(C(=O)NC2CCCC2)N(Cc2ccc3c(c2)OCO3)C(=O)Cc2cccs2)cc1 (stereo unspecified) | -23 | 3 | 1 | 99 | -12 | . | 6 | . | 2
CCOC(=O)c1cc2c(=O)n3ccccc3nc2n(Cc2ccc(Cl)cc2)c1=N | 8 | . | 1.2 | 104 | 4 | . | 6 | . | .
Cc1cc(/C=N\NC(=O)c2cccs2)c(C)n1-c1ccc2ncccc2c1 | . | -16 | . | . | . | 33 | . | -5 | 17
O=C(NC1CC1)C1=COCCO1 | . | 2 | . | . | . | -62 | . | 1 | 0
Cc1cccc(C(=O)NC(NCCc2ccccc2)C(Cl)(Cl)Cl)c1 (stereo unspecified) | . | 1 | . | . | . | 35 | . | 2 | -1
O=S(=O)(N/N=C/c1ccc2c(c1)OCCO2)c1ccccc1 | . | -2 | . | . | . | 10 | . | -1 | 4
CC(=O)Nc1ccc2ccccc2c1 | 0[fluorescence artefact?] | 0 | 1.2 | 104[fluorescence artefact?] | 12 | 0 | 6 | -2 | 0
O=C(c1ccc(F)cc1)N1CCC(N2CCOCC2)CC1 | -6 | 10 | 1.1 | 129 | 3 | -7 | 3 | -4 | -7
CC(C)(C)NC(=O)C(c1ccco1)N(C(=O)Cn1nnc(-c2ccc(F)cc2)n1)c1ccccc1F (stereo unspecified) | 2 | 16 | 1.1 | 122 | 3 | -33 | 10 | 3 | -12
Cc1cc(=O)oc2c(CN(C)Cc3ccccc3)c(O)ccc12 | -2 | -3 | 0.9 | 102 | 3 | -5 | -1 | -2 | 4
C=CCn1c(SCC(=O)Nc2cccc(C(=O)OC)c2)nnc1C(C)NC(=O)c1cccs1 (stereo unspecified) | -7 | -15 | 1.1 | 108 | -2 | 10 | -7 | -3 | 14
COc1cccc(-c2nc(CSCC(=O)NCC3CCCO3)c(C)o2)c1 (stereo unspecified) | -35 | 20 | 1 | 106 | 6 | -8 | 0 | -4 | -20
COC(=O)c1ccccc1NC(=O)C12CCC(C)(C(=O)O1)C2(C)C (stereo unspecified) | -7 | -7 | 1.1 | 96 | 6 | 10 | 1 | 3 | 9
COc1ccc(/C=N/NC(=O)c2nonc2C)cc1 | . | -57 | . | . | . | -26 | . | 0 | 56
COc1cc(C(=O)NCc2ccccn2)ccc1OCc1c(C)noc1C | -11 | 0 | 1.1 | 102 | 3 | -35 | 3 | -4 | -1
COC(=O)COc1ccc(S(=O)(=O)Nc2ccc3c(c2)OCO3)cc1 | 22 | 13 | 1.1 | 57 | -5 | -11 | 8 | 5 | -10
CCOC(=O)Cn1c(=O)oc2cc(S(=O)(=O)N3CCc4ccccc43)ccc21 | -1 | 1 | 1.1 | 121 | 9 | -7 | 8 | 4 | -2
COc1ccc(Nc2nc(N3CCCCC3)nc(N3CCCCC3)n2)c(OC)c1 | 0 | . | 1.2 | 114 | 11 | 4 | 5 | 1 | .
Cc1cc(C(=O)OCC(=O)N2CCN(C(=O)c3ccco3)CC2)c(C)n1-c1ccc(F)cc1 | 1 | 5 | 1.1 | 117 | -4 | -19 | 6 | -3 | -2
CCc1cccc(OCCCCNCCOC)c1 | -2[fluorescence artefact?] | 8 | 1.2 | 130[fluorescence artefact?] | 5[fluorescence artefact?] | -4 | 10 | 2 | -8
O=[N+]([O-])c1cc(/C=N/N2CCN(C3c4ccccc4-c4ccccc43)CC2)ccc1Cl | . | -7 | . | . | . | 5 | . | -3 | 7
COc1ccc(CNC(=O)C2C3C=CC4(CN(Cc5cccnc5)C(=O)C24)O3)cc1 (stereo unspecified) | 0 | -6 | . | 114 | -1 | 0 | 3 | 0 | 8
NC(=O)Nn1c(CCC(=O)O)ccc1-c1ccc(Br)cc1 | -1 | -1 | 1.2 | 105 | 5 | 15 | 10 | -3 | 4
CCc1nnc(NC(=O)c2ccc(S(=O)(=O)N3CCCCC3C)cc2)s1 (stereo unspecified) | -11 | -15 | 1.1 | 65[fluorescence artefact?] | 3[fluorescence artefact?] | -5 | 4 | -3 | 15
COc1cc(C(=O)OC2CCN(C)CC2)cc(OC)c1OC | 5[fluorescence artefact?] | -14 | 1.2 | 105 | -5 | -5 | 7 | 3 | 13
COc1ccccc1NC(=O)CSc1nncn1-c1cccnc1 | -3 | -2 | 1.1 | 93 | 1 | . | 5 | . | 7
CN(C)S(=O)(=O)c1ccc(NC(=O)c2cc(F)c(F)cc2Cl)cc1 | -13 | -8 | 1.2 | 102 | -4 | -9 | 7 | 13 | 6
CN(C)C(=O)CCN1CCOCC1 | -7 | 2 | 1.3 | 120 | -2 | 6 | 8 | -5 | -2
O=C(NCc1ccc2c(c1)OCO2)c1ccncc1 | -2 | . | 1.1 | 99 | -1 | -6 | 6 | -8 | .
CCOC(=O)c1cccnc1SC(CC)C(=O)NCc1ccco1 (stereo unspecified) | -9 | -7 | . | 123 | 4 | -41 | 5 | -4 | 10
CCOC(=O)c1cnc2ccc(OC)cc2c1Nc1ccc2c(c1)OCCO2 | . | 9 | . | . | . | 8 | . | 1 | -8
COc1cc(OC)c(C2C(C(=O)Nc3ccccc3)=C(C)Nc3ncnn32)cc1OC (stereo unspecified) | -5[fluorescence artefact?] | 8 | 1.2 | 105 | 9 | -1 | 1 | 2 | -8
COc1ccc(CCNC(=O)CCNS(=O)(=O)c2cccc3nsnc23)cc1OC | -9[fluorescence artefact?] | . | 1.1 | 116[fluorescence artefact?] | 3 | -46 | 10 | -4 | .
Cc1cc(C)nc(SCCS(=O)(=O)Cc2ccccc2)n1 | -12 | -1 | 1.1 | 106 | 10[fluorescence artefact?] | -8 | 4 | 4 | -1
O=C(O)CCN1C(=O)/C(=C\c2ccc(-c3nc4ccccc4s3)o2)SC1=S | . | -9 | . | . | . | 64 | . | 81 | 10
COc1ccc(C2=NOC(C(=O)NCc3ccc(F)cc3)C2)cc1 (stereo unspecified) | -3[fluorescence artefact?] | 9 | 1.2 | 107 | 4 | 12 | 11 | 1 | -10
Cc1nc2nc(C)c(CCC(=O)N3CCOCC3)c(C)n2n1 | . | 0 | 1 | . | . | 3 | . | 0 | -2
CC(=O)C1=C(O)C(=O)N(CCCCCC(=O)O)C1c1ccc(N(C)C)cc1 (stereo unspecified) | 0 | 18 | 1.2 | 118 | 6 | -11 | 10 | 0 | -14
COc1cccc(C(=O)OCn2nnc3ccccc3c2=O)c1 | -1[fluorescence artefact?] | -8 | 1.3 | 96 | 1 | -10 | -1 | 1 | 10
The list goes on:
SMILES | ERb SRC1 inh | sEH activator | MT1-MMP txn act | ERa SRC1 pot | Smad3 FoxH1 inh | Mac1 fbg inh | Candida biofilm | Mac1 fbg enh | sEH inh
O=C(Oc1cc2oc(=O)c3c(c2cc1Cl)CCCC3)c1ccco1 | 17[fluorescence artefact?] | -7 | 1.1 | 165[fluorescence artefact?] | 13 | . | 5 | . | 6
CCOC(=O)N1CCN(C(=S)NC(C)(C)C)CC1 | -10[fluorescence artefact?] | -6 | 1 | 117 | -2 | . | 6 | . | 8
COc1cc([C@H]2[C@@H]3CCCC[C@]3(O)CCN2CC(=O)Nc2ccc(C)cc2C)ccc1O | -20 | 7 | 1 | 95 | 10 | -11 | 1 | -3 | -10
CCn1c2ccccc2c2cc(/C=N/n3cnnc3)ccc21 | -3 | 18 | 1 | 90 | 3 | -3 | 8 | 12 | -19

Not all compounds are listed; rates above refer to the full screens.
